PG9 binder: small molecules binding HIV-1 gp120 antibody PG9. TR-FRET gp120-PG9 antibody binding. inhibition, % at 6.7 µM. 0.43% of 360,000 active. AID 624416; in the data active = inhibition above about 8.5%
HTRA1 inhibitor: HTRA1 (human) protease inhibition; AID 504803; recombinant HTRA1, FP-rhodamine activity-based probe, fluorescence polarization; inhibition, % at 5.96 µM; Q92743; 0.5% of 340,000 active; in the data active = inhibition above about 36%;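 note: 0% = enzyme with DMSO and 100% = wells lacking enzyme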
ABHD4 inh: ABHD4 (mouse) inhibition, primary FP screen. 0.54% of 370,000 active. AID 720543. inhibition, % at 8.92 µM. Q8VD66. purified mABHD4, FP-Rh probe fluorescence polarization;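 active = inhibition exceeding the mean over every tested compound plus 3 SD, cut at about 30% in these data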;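 note: 0% = plate median of compound wells and 100% = S159A mutant with DMSO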
Target sequence (Q8VD66 whole entry, looked up): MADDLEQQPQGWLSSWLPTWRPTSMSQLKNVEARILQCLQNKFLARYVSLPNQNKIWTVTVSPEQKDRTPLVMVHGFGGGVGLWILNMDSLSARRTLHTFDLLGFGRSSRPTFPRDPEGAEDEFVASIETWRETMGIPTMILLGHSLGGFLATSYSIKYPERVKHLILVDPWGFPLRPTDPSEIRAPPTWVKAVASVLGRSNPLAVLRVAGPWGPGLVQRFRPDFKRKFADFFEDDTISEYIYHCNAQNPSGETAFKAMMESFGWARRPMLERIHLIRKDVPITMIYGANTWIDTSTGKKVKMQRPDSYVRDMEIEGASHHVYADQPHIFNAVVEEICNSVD
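Test system: mABHD4 protein | Buffer or medium: HEPES pH 7.0 buffer, 150 mM NaCl, 0.01% Pluronic F-127 | Probe or stimulus: FP-Rh fluorescent activity-based probe, added after compound pre-incubation | Timing: Pre-incubation 45 min, probe exposure 60 min, at 25 °C | Technique: Fluorescence polarization, excitation 525 nm, emission 598 nm, BODIPY TMR filters | Repeats: Single well per compound (singlicate)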
PRMT1 FP inh: inhibitors of human PRMT1; inhibition, % at 2.79 µM; AID 652257; 1.3% of 370,000 active; recombinant PRMT1, activity-based probe fluorescence polarization;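 active = inhibition above about 21% made by adding two undisclosed values, limit read from the data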
Target sequence (Q99873 whole entry, looked up): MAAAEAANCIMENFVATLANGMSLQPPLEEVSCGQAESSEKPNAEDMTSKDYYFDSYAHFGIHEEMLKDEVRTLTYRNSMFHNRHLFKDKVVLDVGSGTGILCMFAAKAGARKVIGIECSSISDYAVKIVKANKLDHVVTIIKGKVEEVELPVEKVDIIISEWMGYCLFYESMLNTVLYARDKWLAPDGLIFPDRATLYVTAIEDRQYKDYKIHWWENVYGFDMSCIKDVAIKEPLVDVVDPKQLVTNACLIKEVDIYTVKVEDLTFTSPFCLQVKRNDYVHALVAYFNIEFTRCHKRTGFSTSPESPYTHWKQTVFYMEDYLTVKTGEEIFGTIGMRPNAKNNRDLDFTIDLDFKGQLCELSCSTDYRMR
TDP2 absorb: TDP2 (human) inhibition, absorbance primary screen; 0.34% of 370,000 active; inhibition, % at 12.8 µM; recombinant TDP2, T5PNP hydrolysis, p-nitrophenol absorbance 415 nm; O95551;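 active = inhibition above the mean of all tested compounds plus 3 SD, set per campaign, cut at about 25% in these data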;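 note: 0% = DMSO with enzyme and 100% = buffer with substrate but no TDP2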
Target sequence (O95551 whole entry, looked up): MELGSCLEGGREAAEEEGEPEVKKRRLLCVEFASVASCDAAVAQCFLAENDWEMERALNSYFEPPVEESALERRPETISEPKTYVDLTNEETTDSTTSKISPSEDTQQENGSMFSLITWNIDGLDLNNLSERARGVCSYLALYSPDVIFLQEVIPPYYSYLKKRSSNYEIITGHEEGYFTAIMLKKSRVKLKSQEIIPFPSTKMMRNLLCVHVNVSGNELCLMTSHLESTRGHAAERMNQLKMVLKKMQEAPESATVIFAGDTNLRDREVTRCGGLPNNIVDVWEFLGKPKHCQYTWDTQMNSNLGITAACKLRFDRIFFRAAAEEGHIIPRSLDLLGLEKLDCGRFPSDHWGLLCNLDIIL
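Evaluation: % inhibition relative to enzyme-containing and enzyme-free wells. Material: recombinant human TDP2. Benchmarks: enzyme-free and DMSO wells. Timing: enzyme reaction with compound for 2 h at 37 °C. Compound dosing: 12.8 µM only. Measured by: p-Nitrophenol epi absorbance. Reagent: T5PNP substrate at 5 mM, a TopII-DNA adduct mimic. Replication: single well per compound.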
TCR-CD3 inh: inhibitors of human TCR-CD3 interaction; AID 651800; TAMRA-labeled TCR probe fluorescence, biochemical; inhibition, % at 9.4 µM; 0.37% of 360,000 active; in the data active = inhibition above about 19%;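 note: recombinant mutant TCR 2C K166C tagged with TAMRA read by polarization; 0% = receptor in buffer alone and 100% = receptor with positive control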
NR1D1 modulator: modulators of human Rev-erb alpha DNA binding | P20393 | Rev-erbα–FITC-DNA binding, fluorescence polarization, 90 min | activity, % at 10 µM | 0.79% of 370,000 active | AID 1259318;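 active = activity above about 14%, limit read from the data; passing the limit was not always enough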;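 note: 0% = DMSO wells with 35 nM protein and 100% = DMSO wells with 750 nM protein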
rCAG binder: molecules binding r(CAG) RNA repeats; r(CAG) RNA repeat, TO-PRO-1 dye displacement fluorescence; inhibition, % at 3 µM; 1.3% of 370,000 active; AID 651821;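 active = inhibition above the plate cutoff, the mean of all test compounds on that plate plus 3 SD, cut at about 35% in these data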;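 note: 0% = DMSO alone and 100% = 100 µM mitoxantrone as full dye displacement; higher means more dye released from RNA so lower well fluorescence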
LEDGF integ inh: blocks HIV-1 LEDGF/p75-dependent DNA integration; inhibition, % at 3.7 µM; 0.64% of 370,000 active; TR-FRET IN-LEDGF/p75 DNA integration, Eu/Cy5; AID 743269;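 active = inhibition above the screen-wide mean plus 3 SD, cut at about 13% in these data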;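 note: signal is the Cy5 over europium emission ratio at 671 and 618 nm; 0% = plate median of compound wells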
SIAE primary: blocks human sialic acid acetylesterase; SIAE FP-Rh probe binding, fluorescence polarization; inhibition, % at 9.66 µM; 0.69% of 370,000 active; Q9HAT2; AID 1053197;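 active = inhibition above a cutoff: mean of compounds within the control limits plus 3 SD of those, cut at about 17% in these data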;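 note: 0% = plate median of compound wells and 100% = probe without SIAE protein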
An asterisk follows results filed as active; / = no result given.

SMILES | PG9 binder | HTRA1 inhibitor | ABHD4 inh | PRMT1 FP inh | TDP2 absorb | TCR-CD3 inh | NR1D1 modulator | rCAG binder | LEDGF integ inh | SIAE primary
Cc1ccccc1C(=O)NC1CCN(C(=O)Nc2ccc(F)cc2)CC1 | -0.6 | 6 | 6 | 0 | -10 | 7 | -3 | 1 | -1 | -3
CCn1c(=O)n(CC)c2cc(S(N)(=O)=O)ccc21 | -0.6 | 3 | 2 | 1 | 3 | 2 | -1 | -1 | -2 | -1
COc1cc(OC)c(NC(=O)c2ccc3c(SCC(=O)O)c4c(nc3c2)CCCC4)cc1Cl | 2.0 | -70 | -7 | 7 | -4 | 0 | 0 | 51* | -3 | -28
Cc1ccc(CNC(=O)[C@@H](NC(=O)C2CCN(C(=O)[C@@H]3CCCN3)CC2)C(C)C)cc1 | -0.4 | 3 | -5 | -8 | -9 | 6 | 1 | 0 | 3 | -2
COc1ccc(N2CCN(C(=O)COC(=O)c3cc(S(=O)(=O)N(C)C)ccc3N3CCCC3)CC2)cc1 | 1.5 | 8 | -5 | 10 | -11 | -2 | 2 | 0 | -4 | 0
Cc1ccc(C(=O)N/C(=C\c2cn(C)c3ccccc23)C(=O)NCCN2CCOCC2)cc1 | -1.3 | 2 | 7 | 0 | 9 | 4 | -4 | 1 | 0 | 5
O=C(NCCCc1ccccc1)C1CCN(S(=O)(=O)c2ccc(F)cc2)CC1 | -0.4 | -2 | 1 | 0 | 10 | 2 | 0 | -4 | -4 | -7
CS(=O)(=O)NCCOc1ccc(S(=O)(=O)NCCOc2ccccc2)cc1 | -1.8 | -1 | -14 | 5 | -4 | -9 | 1 | 2 | -3 | -10
CC(=O)Nc1ccc(S(=O)(=O)NCc2ccccn2)cc1 | -3.2 | 2 | 3 | -1 | 8 | 2 | -2 | 0 | 0 | -3
CC1N(C)c2cc(NC(=O)c3ccco3)ccc2C1(C)C (configuration not stated) | -2.6 | -277 | -270 | 17 | -5 | -160 | 1 | -1 | 0 | -407
CC1CCN(C(=O)CSc2nnc(CNC(=O)c3c(F)cccc3F)o2)CC1 | 0.2 | 3 | 4 | 4 | -9 | -2 | -6 | -5 | -3 | -3
CCS(=O)(=O)NCC(c1ccco1)N1CCN(c2ccccc2F)CC1 (configuration not stated) | -0.1 | 6 | -3 | 1 | -10 | 0 | -3 | -2 | 2 | -2
O=C(Nc1ccc(C(=O)N2CCOCC2)cc1)c1cccc([N+](=O)[O-])c1 | -2.8 | -2 | -3 | 0 | -2 | 3 | 9 | -3 | 5 | 3
O=C(C[C@H]1CC[C@@H]2[C@H](COC[C@H](O)CN2C(=O)c2cnccn2)O1)NCc1ccc(Cl)cc1 | 0.5 | / | 4 | 0 | 7 | -5 | -7 | 0 | 2 | -1
Cc1cccc(C(=O)c2cnc3ccccc3c2-c2ccccc2)c1 | -2.1 | -41 | -7 | -1 | -2 | 4 | 6 | -5 | 2 | -5
CC1CCC2(CC1)Nc1ccccc1C(=O)N2c1ccccc1 (configuration not stated) | 4.5 | -5 | -6 | 6 | -11 | -3 | -4 | 1 | -4 | -4
OC(c1cccc(Cl)c1)c1nc(/C=C/c2ccccc2)cs1 (configuration not stated) | -1.2 | / | -35 | -1 | 3 | 5 | -4 | 4 | -4 | -7
Nc1c(C(=O)Nc2cccc(F)c2)nnn1-c1cccc(C(F)(F)F)c1 | -0.4 | -5 | -3 | -7 | -1 | 2 | -3 | -1 | 3 | -6
CCN(CC)S(=O)(=O)c1ccc(C(=O)/C=C/c2ccc(-c3ccc([N+](=O)[O-])cc3)o2)cc1 | 0.2 | 6 | 16 | 11 | 3 | 3 | 2 | 19 | 4 | 1
CSc1nc2sc3c(c2c(=O)n1C)CCCC3 | 0.1 | 1 | 1 | -1 | -5 | 3 | -2 | 1 | 1 | -3
COc1ccc(NC(=O)N(C)C[C@@H]2OCc3cnnn3CCCC(=O)N([C@@H](C)CO)C[C@H]2C)c(OC)c1 | -3.3 | 2 | -1 | -2 | 3 | 6 | -7 | 1 | 2 | 9
CCOc1cc(/C=C/c2ccc3cccc([N+](=O)[O-])c3n2)ccc1O | 1.8 | 14 | 8 | 1 | 0 | 6 | 6 | 28 | -3 | -1
CC(Sc1cnccn1)C(=O)O (configuration not stated) | 0.4 | / | 2 | 2 | 11 | -6 | 2 | 0 | 1 | 1
COc1ccc(NC(=O)CCNS(=O)(=O)c2cc(Br)cnc2N)cc1OC | -4.3 | 0 | 1 | 1 | 11 | 0 | 3 | 1 | 1 | -2
CC(Sc1nnc(CNC(=O)c2ccco2)n1C)C(=O)Nc1nccs1 (configuration not stated) | 0.1 | 5 | 0 | 5 | 0 | -9 | -2 | 1 | 4 | 0
O=[N+]([O-])c1cc(Cl)ccc1N1CCCCC1 | 0.4 | -4 | -3 | -2 | -3 | 4 | 5 | -5 | 5 | -3
N#Cc1cn(-c2ccccc2)nc1C(=O)c1ccccc1 | -1.7 | -24 | -4 | -1 | -10 | 5 | 4 | 6 | 0 | -5
Cc1cc(Cl)c(OCCOCCN2CCNCC2)c(Cl)c1 | -2.6 | 6 | 10 | -4 | 21 | 4 | -2 | 0 | -1 | 2
COc1cc(NC(=O)c2ccc3nsnc3c2)cc(OC)c1OC | -1.9 | -1 | -2 | -5 | -12 | 2 | -2 | 2 | -1 | 2
CCOC(=O)c1ccc2[nH]c3ccccc3c2c1 | -0.5 | -39 | -17 | 0 | -2 | -6 | 2 | 9 | -3 | -7
O=C(NCc1ccccn1)c1cccc(S(=O)(=O)NCc2ccccc2)c1 | 1.9 | 2 | 3 | 3 | 3 | -8 | 1 | -4 | -2 | 0
COC(=O)C[C@H]1C[C@@H]2c3cc(N(C)C)ccc3O[C@@H]2[C@H](CO)O1 | -2.2 | 4 | 1 | 2 | 11 | 0 | 7 | 4 | 4 | 10
COc1ccc(Br)cc1C(=O)O | 0.3 | 0 | 8 | -1 | 8 | 5 | -4 | 1 | -2 | -2
CCC(=O)Nc1c(-c2ccccc2Cl)c(=O)c2ccccc2n1C | 1.8 | 10 | 7 | -2 | -2 | -6 | 7 | 2 | 0 | 12
Cc1ccc(N(CC(=O)NC(C)C)C(=O)CCC(=O)Nc2nccs2)cc1C | -0.8 | 3 | 3 | 0 | 0 | -1 | -2 | 4 | -2 | 2
CCN(CC)C(=O)CC[C@H]1CC[C@]2(CCCN(S(=O)(=O)C3CCCCC3)C2)O1 | / | / | -3 | -3 | 6 | / | 1 | -2 | 3 | 1
CN(C)c1ncnc2c1ncn2C1CCCO1 (configuration not stated) | -2.3 | 4 | 3 | -2 | -8 | 2 | -4 | 2 | -3 | 4
Cc1ccccc1CN(C)C(=O)COC(=O)c1ccc2[nH]c(C)c(C)c2c1 | 0.2 | -12 | 9 | 0 | -3 | -12 | 9 | 2 | -3 | 2
CCNc1nc(NCC)nc(C(=O)OCCO)n1 | -1.2 | 6 | -7 | 5 | 7 | 2 | 2 | -2 | -1 | -4
CC1(C(=O)NS(=O)(=O)C2CC2)CCCN(C(=O)COCc2ccccc2)C1 (configuration not stated) | 0.0 | / | 4 | 2 | -7 | -4 | 0 | 4 | -2 | 0
Clc1ccc(CN2CCc3c([nH]c4ccccc34)C2)cc1Cl | 1.0 | -4 | 10 | -6 | 19 | -1 | 3 | 10 | 1 | 3
CSc1nc(O)c(C(c2ccc(O)cc2)c2c(O)nc(SC)[nH]c2=O)c(=O)[nH]1 | -0.5 | 8 | 2 | 7 | 9 | -1 | -4 | -3 | -1 | 4
CCCc1nn(C)c2c(=O)[nH]c(-c3cc(S(=O)(=O)Nc4ccc(NC(C)=O)cc4)ccc3OCC)nc12 | -1.0 | 5 | -2 | -2 | -10 | 3 | -4 | 6 | -1 | -16
O=C(CCC1CCCC1)NNC(=O)COc1ccc(Br)cc1 | -0.8 | 10 | 1 | -1 | 7 | 3 | -3 | 3 | -1 | 3
COc1ccc2c(c1)N[C@@](CCN1C(=O)c3ccccc3C1=O)(c1[nH]c3ccccc3c1CCN1C(=O)c3ccccc3C1=O)C2=O | / | / | -7 | 6 | -2 | / | -2 | / | -5 | -11

Some of the entries so far, with tabs.
canonical_smiles	PG9 binder	HTRA1 inhibitor	ABHD4 inh	PRMT1 FP inh	TDP2 absorb	TCR-CD3 inh	NR1D1 modulator	rCAG binder	LEDGF integ inh	SIAE primary
CCNc1nc(NCC)nc(C(=O)OCCO)n1	-1.2	6	-7	5	7	2	2	-2	-1	-4
CC1(C(=O)NS(=O)(=O)C2CC2)CCCN(C(=O)COCc2ccccc2)C1 (configuration not stated)	0.0	/	4	2	-7	-4	0	4	-2	0

Later entries.
SMILES | PG9 binder | HTRA1 inhibitor | ABHD4 inh | PRMT1 FP inh | TDP2 absorb | TCR-CD3 inh | NR1D1 modulator | rCAG binder | LEDGF integ inh | SIAE primary
O=C(O)c1ccccc1C(=O)NCc1ccccc1 | -3.2 | 6 | 1 | -3 | -1 | 2 | -4 | -2 | 3 | 2
Cc1nc(C)c(-c2ccc(SCC(=O)Nc3cccc(Cl)c3C)nn2)s1 | -1.9 | -9 | -7 | 4 | 3 | -1 | 16* | 4 | 2 | -6
CC1(C)CC(=O)C(C(=O)c2ccccc2)C(=O)C1 | -0.6 | -2 | 5 | 6 | -2 | -6 | -5 | -2 | -8 | -2
CC1=C(C(=O)OC(C)C)C(c2ccccn2)n2ncnc2N1 (configuration not stated) | -0.6 | 8 | 6 | 0 | 5 | -2 | -3 | 1 | -2 | 6
NNC(=O)CNC(=O)C12CC3CC(CC(C3)C1)C2 | -2.8 | 2 | -3 | 5 | -3 | -3 | -4 | -3 | -2 | -3
O=C(NCc1ccc(Cl)cc1)c1ccc(Br)o1 | -1.0 | -10 | 0 | 2 | 8 | 4 | -5 | 2 | 56* | 1
O=C(Cc1ccc([N+](=O)[O-])cc1)N1N=C(C2CC2)CC1(O)C(F)(F)F (configuration not stated) | 0.8 | 4 | 8 | 0 | -7 | 5 | 0 | -2 | 1 | 2
CCc1[nH]c(=S)c(C#N)c2c1CCCC2 | 5.2 | -2 | 2 | 12 | -3 | -1 | -2 | 1 | 0 | 5
Cc1ccc(-c2cc(C(=O)N/N=C/c3ccccc3)n[nH]2)o1 | -1.9 | -27 | -1 | -1 | 4 | 3 | 0 | 2 | 1 | -9
COc1cccc(NC(=O)C2(C)CCCN2C(=O)C(C)C)c1 (configuration not stated) | -1.6 | / | 8 | -1 | 5 | 9 | 0 | 3 | 1 | -9
CCC(C)(C)NC(=O)CN(C(=O)c1snc(C(N)=O)c1N)c1ccc2c(c1)OCO2 | 0.5 | 0 | 10 | -2 | 12 | -1 | -1 | 2 | 2 | 11
CC(C)(C)CC(=O)OCC(=O)Nc1cc(C(C)(C)C)nn1-c1ccccc1 | 2.3 | -6 | -7 | -1 | 2 | -6 | 1 | -8 | 1 | -9
COc1ccc(/C(C)=N/NC(=O)CNC(=O)/C=C/c2ccccc2OC)cc1 | -3.2 | -8 | -2 | -1 | -10 | -3 | 2 | 0 | 2 | -2
Cc1cc(C)c2nc(NNC(=O)c3ccc(S(=O)(=O)N4CCCCC4)cc3)sc2c1 | -0.4 | 49* | 15 | 1 | -13 | -3 | 11 | 55* | 3 | 10

These rows are one share of the data; count on the stated rates, not on these rows.
